Screening results deposited in PubChem by Vanderbilt University.
GIRK2 act – GIRK2 channel activators by thallium flux | HEK293 GIRK2/NPY4 cells, thallium flux fluorescence | 34,000 tested, under 10 active | P48051 | activation (% efficacy), % for hits at 37.5 µM;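 active means primary screen hit, no activity in plain HEK293 cells, and in GIRK2-only cells above 5% efficacy rising with concentration; inactive means the rest, including fluorescent compounds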;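 further: efficacy is normalized control-subtracted fluorescence 15 s after thallium addition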
Target sequence (P48051 whole entry, looked up): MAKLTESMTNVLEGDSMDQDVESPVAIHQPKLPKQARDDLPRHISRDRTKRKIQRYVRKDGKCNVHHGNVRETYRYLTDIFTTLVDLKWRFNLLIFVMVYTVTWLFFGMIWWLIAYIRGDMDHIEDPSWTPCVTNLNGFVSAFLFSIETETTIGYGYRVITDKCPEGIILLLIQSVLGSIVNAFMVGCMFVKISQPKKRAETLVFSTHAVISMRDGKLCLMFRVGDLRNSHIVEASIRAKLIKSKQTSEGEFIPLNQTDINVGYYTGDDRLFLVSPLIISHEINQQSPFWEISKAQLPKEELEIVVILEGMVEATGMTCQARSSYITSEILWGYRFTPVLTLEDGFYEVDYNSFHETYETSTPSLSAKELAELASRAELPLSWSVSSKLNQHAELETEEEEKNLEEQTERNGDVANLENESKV
Calls only; i = inactive. An excerpt; rates above refer to the full screens.

SMILES	GIRK2 act
CCOC(=O)c1csc(NC(=O)Cn2cnc(C)cc2=O)n1	i
CCC(C(=O)N1CC(c2nc(-c3cccc(C(=O)NC)c3)no2)C1)c1ccccc1 (configuration not stated)	i
Cc1ccc2[nH]c3c(=O)n(C(C)c4ccccc4)cnc3c2c1 (configuration not stated)	i
COc1cc(C(=O)NC(=S)N2CCc3ccccc32)cc(OC)c1OC	i
Cn1cccc1CN(C(=O)c1cc(=O)c2ccccc2o1)C1CC1	i
O=C(Nc1ccccc1F)c1ccc(=O)n(Cc2ccccc2)c1	i
CC12COC3(C(=O)Nc4ccc(F)cc4)CC1CCC32C (configuration not stated)	i
CC(C)C(=O)N1N=C(c2cccs2)CC1c1ccc2nccnc2c1 (configuration not stated)	i
COc1ccc(N2CCCCn3c2nc2c3c(=O)n(C)c(=O)n2C)cc1	i
O=C(Nc1cccc(N2CCCCC2=O)c1)c1cc(Cl)ccc1Cl	i
COc1ccc(OC)c(S(=O)(=O)NCCNc2ccc(Nc3cccc(C)n3)nn2)c1	i
O=C(c1nc2ccccc2s1)N(CCc1ccccc1)Cc1ccccn1	i
COCCn1c(=NC(=O)CS(=O)(=O)c2ccc(OC)cc2)sc2c(OC)ccc(OC)c21	i
CCSc1nnc(NC(=O)CSc2nnnn2-c2cc(C)ccc2C)s1	i
CC(C)C(=O)Nc1ccc(C(=O)NCCNC(=O)c2ccc(-c3ccccc3)cc2)cc1	i
Nc1c2c(nn1C1CCS(=O)(=O)C1)CCCC2 (configuration not stated)	i
COc1ccc(OCC(=O)N2CCN(c3nccn3-c3ccccc3F)CC2)cc1	i
O=S(=O)(CCc1ccccc1)NCC1CCN(Cc2cccs2)CC1	i
NC(=O)Cn1nnn(-c2ccc(NC(=O)c3ccc(F)c(F)c3)cc2)c1=O	i
COc1ccc(NC(=O)c2ccc(=O)[nH]n2)c(OC)c1	i
CCOc1ccccc1N1C(=O)CC(N2CCN(c3ccccc3)CC2)C1=O (configuration not stated)	i
CCOc1ccc(NC(=O)CN2CCN(c3nccn3-c3ccc(C)cc3)CC2)cc1	i
Nc1c(-c2cccc(F)c2)nsc1C(=O)N1CC=C(c2ccccc2)CC1	i
CCCc1nc(-n2cccc2)sc1C(=O)NCc1cc(F)cc(F)c1	i
CCn1nccc1C(=O)Nc1nnc(-c2cc3cccc(OC)c3o2)o1	i

4 records drawn at random from the list so far, as already listed:
SMILES	GIRK2 act
Cc1ccc2[nH]c3c(=O)n(C(C)c4ccccc4)cnc3c2c1 (configuration not stated)	i
CCOC(=O)c1csc(NC(=O)Cn2cnc(C)cc2=O)n1	i
CCOc1ccc(NC(=O)CN2CCN(c3nccn3-c3ccc(C)cc3)CC2)cc1	i
CCC(C(=O)N1CC(c2nc(-c3cccc(C(=O)NC)c3)no2)C1)c1ccccc1 (configuration not stated)	i

More entries.
SMILES	GIRK2 act
CCOC(=O)N1CCN(C(=O)CSc2nnc(-c3cn(C)nc3OC)n2CC)CC1	i
O=C(Cc1ccc([N+](=O)[O-])cc1)N/N=C\c1cccnc1	i
COc1ccccc1NC(=O)Cn1cnc2c(-c3ccccc3)csc2c1=O	i
O=C(Cc1csc(Nc2ccc(OC(F)(F)F)cc2)n1)NCc1cccnc1	i
CCOCCn1c(=NC(=O)c2ccn(C)n2)sc2cc(C(=O)OCC)ccc21	i
CCc1ccccc1NC(=O)Cc1csc(SCC(=O)c2ccc3c(c2)OCO3)n1	i
O=C(c1cc2ccccc2oc1=O)N1CCC(Cn2cnc3ccccc32)CC1	i
O=C(Cn1c2c(c(=O)n(C3CCCCC3)c1=O)CCC2)NCc1cccnc1	i
COc1ccccc1CNC(=O)c1ccc(Cn2c(=O)[nH]c3ccccc3c2=O)cc1	i
O=C(Nc1ccc(CC(=O)N2CCOCC2)cc1)c1ccccc1C(F)(F)F	i
Cc1nc(NCCNS(=O)(=O)c2ccc(-c3ccccc3)cc2)cc(-n2ccnc2C)n1	i
Cc1nc(NCCC2=CCCCC2)nc(N2CCOCC2)c1[N+](=O)[O-]	i
CS(=O)(=O)N1CCC(C(=O)Nc2ccc3c(c2)N(C(=O)C2CCCC2)CC3)CC1	i
CCCNC(=O)Cn1nc2c(c1NC(=O)c1ccco1)CSC2	i
COc1ccc2c(c1)CCN(C(=O)C1CN(c3nc4c(C(F)(F)F)cccc4s3)C1)C2	i
Cc1cc(C)n(-c2ccc(=O)n(CCNC(=O)CCSc3ccccc3)n2)n1	i
CC(C)Cn1c(=O)c2ccc(C(=O)NC(C)C)cc2n2c(SCC#N)nnc12	i
COc1ccc(C(=O)Nc2ccc(N3CCCCC3=O)c(C)c2)c(OC)c1	i
COc1ccc(CNC(=O)Cn2c3ccccc3c3ncn(Cc4ccccc4)c(=O)c32)cc1	i
COc1ccc(C)c2sc(N3CCN(C(=O)C4CCCN4S(C)(=O)=O)CC3)nc12 (configuration not stated)	i
COc1ccc(-c2ccc(=O)n(CC(=O)NCCc3c[nH]c4ccccc34)n2)cc1OC	i
Cc1ccc(C(=O)NNC(=O)c2cccn(Cc3ccc(Cl)c(Cl)c3)c2=O)cc1	i
Cc1ccc(NC(=O)COc2ccc3ccccc3c2)cc1N1CCCCC1=O	i
COC(=O)c1ccc(-c2csc(NC(=O)c3ccnn3C)n2)cc1	i
COc1ccc(S(=O)(=O)CC(=O)Nc2nc(-c3ccc(Cl)cc3Cl)cs2)cc1	i

Further entries follow:
SMILES	GIRK2 act
O=C(Cc1csc2nc(-c3ccccc3)cn12)NC1CCCCCC1	i
COc1ccc(S(=O)(=O)N2CCOC23CCN(S(C)(=O)=O)CC3)cc1	i
NC(=O)C1Cc2ccccc2N1C(=O)c1ccccc1Cl (configuration not stated)	i
Cc1nn(C2CCS(=O)(=O)C2)c2nc(-c3cccs3)cc(C(=O)NCc3ccco3)c12 (configuration not stated)	i
Cc1ccc(S(=O)(=O)/C(C#N)=C/N2CCN(c3cccc(Cl)c3)CC2)cc1C	i
CCOc1ccc(NC(=O)C(=O)NCC(c2cccc3ccccc23)N(C)C)cc1 (configuration not stated)	i
CCOC(=O)C1=C(C)NC(=O)NC1C1CC=CCC1 (configuration not stated)	i
CCNC(=O)C(=O)Nc1ccc(N2CCCC2=O)c(C)c1	i
COc1ccccc1NC(=O)c1ccn(C)n1	i
CCCCc1nc(C(N)=O)c2[nH]c(=O)n(-c3ccccc3F)c2n1	i
COc1cccc(C(CNS(=O)(=O)c2ccc3c(c2)OCCO3)N2CCOCC2)c1 (configuration not stated)	i
CNC(=O)c1cccc(-c2noc(C3CN(CC(=O)Nc4cccc(C)c4C)C3)n2)c1	i
Cc1cc(NC(=O)C(C)Oc2ccccc2)n(-c2nc3c(cnn3-c3cccc(C)c3C)c(=O)[nH]2)n1 (configuration not stated)	i
Cc1cccc2sc(N(CCN3CCOCC3)C(=O)c3coc4ccccc4c3=O)nc12	i
CCCN1C(=O)NC2(CCN(S(=O)(=O)c3cc(C(C)(C)C)ccc3OC)CC2)C1=O	i
O=C(CSc1cc(N2CCOCC2)ncn1)c1cccs1	i
CSc1nc2ccc3nc(NC(=O)C4CCCCN4S(C)(=O)=O)sc3c2s1 (configuration not stated)	i
Cc1nn(C2CCS(=O)(=O)C2)c(C)c1CC(=O)Nc1nc2ccc(Cl)cc2s1 (configuration not stated)	i
CSc1ccccc1C(=O)Nc1nnc(-c2cc(C)n(C)n2)o1	i
CCOC(=O)Cn1c(C)cn2c3c(=O)[nH]c(=O)n(C)c3nc12	i
COc1cn(CC(=O)Nc2ccc(C)c(Cl)c2)c(CSc2ccc(C)cc2)cc1=O	i
COc1cccc(CCNC(=O)CCc2csc(NC(=O)c3ccco3)n2)c1	i
O=C(/C=C/c1ccco1)Nc1ccc(CC(=O)N2CCC(O)CC2)cc1	i
COc1cc2nc(SCc3cc(=O)n4cc(Cl)ccc4n3)n3nc(C)nc3c2cc1OC	i
O=C(CSc1nnc2c(=O)n(-c3cccc(F)c3)ccn12)NCCc1ccccc1	i

3 of the compounds above, in markdown.
| structure | GIRK2 act |
| --- | --- |
| O=C(Cc1csc2nc(-c3ccccc3)cn12)NC1CCCCCC1 | i |
| COc1ccc(S(=O)(=O)N2CCOC23CCN(S(C)(=O)=O)CC3)cc1 | i |
| NC(=O)C1Cc2ccccc2N1C(=O)c1ccccc1Cl (configuration not stated) | i |

Other structures.
SMILES	GIRK2 act
CC(C)(C)n1ncc2c(=O)n(NC(=O)c3cccc(C(F)(F)F)c3)cnc21	i
CC(=O)N1CCN(c2oc(-c3ccccc3C)nc2S(=O)(=O)c2ccc(C)cc2)CC1	i
COCCCN1CCc2nc(SCc3cccc(Br)c3)[nH]c(=O)c2C1	i
O=C(Nc1ccc2c(c1)OCO2)N1CCN(c2cc(-n3cccn3)ncn2)CC1	i
COc1ccccc1CCNC(=O)CCc1sc(C)nc1-c1cccs1	i
Cn1ccnc1N1CCN(C(=O)c2cccc(C(F)(F)F)c2)CC1	i
Cc1cccnc1NC(=O)c1c[nH]c2c(Cl)cccc2c1=O	i
CC(=O)Cn1c(=O)c2c(nc3n2CCCN3c2ccc(Br)cc2)n(C)c1=O	i
Cc1cc(C)c(C(=O)Nc2sc3c(c2C#N)CCCC3)c(C)c1	i
Cc1cc(C(=O)N2CCOCC2)nn1CC(=O)Nc1ccc(C(F)(F)F)cc1	i
O=C1CC(NC(=O)C2(c3ccc(Cl)cc3)CCCC2)CN1 (configuration not stated)	i
CCc1cccc2sc(N(CCN3CCOCC3)C(=O)c3ccc([N+](=O)[O-])cc3)nc12	i
CCOc1cccc2c1OC(c1cccnc1)N1N=C(c3cccs3)CC21 (configuration not stated)	i
Cc1ccc(S(=O)(=O)c2cnc(SCC(=O)Nc3ccccc3C(F)(F)F)[nH]c2=O)cc1	i
CCOc1ccc(NC(=O)NCCn2nc(-c3ccncc3)ccc2=O)cc1	i
COc1ccc(NC(=O)Oc2ccccc2)cc1N1CCCCC1=O	i
CCN(CC)C(=O)CSc1nnc2c(=O)n(Cc3ccc(F)cc3)ccn12	i
Cc1cc(C)c(NC(=O)CN2CCN(c3nccn3-c3ccccc3F)CC2)c(C)c1	i
CCCN1C(SCC(=O)Nc2cccc(OC)c2)=NS(=O)(=O)c2ccccc21	i
COc1ccc(SCC2CCN(C(=O)c3cc(-c4ccccc4)on3)CC2)cc1	i
O=C(NCc1ccccc1Cl)C(=O)NCC1CCN(C(=O)c2ccccc2F)CC1	i
COc1cc(COCC2CCN(C(=O)C34CC5CC(CC(C5)C3)C4)CC2)cc(OC)c1	i
COc1ccc(C(C)NC(=O)C2CCN(c3cc(Oc4ccccc4)ncn3)CC2)cc1OC (configuration not stated)	i
Cc1ccnc(Nc2ccc(N3CCN(C(=O)c4ccc(Cl)cc4)CC3)nn2)c1	i
CC(=O)c1ccc(NC(=O)c2cc([N+](=O)[O-])cc([N+](=O)[O-])c2)cc1	i

In the list so far, 8 contain a thiophene ring, fused or not.
SMILES	GIRK2 act
CC(C)C(=O)N1N=C(c2cccs2)CC1c1ccc2nccnc2c1 (configuration not stated)	i
O=S(=O)(CCc1ccccc1)NCC1CCN(Cc2cccs2)CC1	i
COc1ccccc1NC(=O)Cn1cnc2c(-c3ccccc3)csc2c1=O	i
Cc1nn(C2CCS(=O)(=O)C2)c2nc(-c3cccs3)cc(C(=O)NCc3ccco3)c12 (configuration not stated)	i
O=C(CSc1cc(N2CCOCC2)ncn1)c1cccs1	i
COc1ccccc1CCNC(=O)CCc1sc(C)nc1-c1cccs1	i
Cc1cc(C)c(C(=O)Nc2sc3c(c2C#N)CCCC3)c(C)c1	i
CCOc1cccc2c1OC(c1cccnc1)N1N=C(c3cccs3)CC21 (configuration not stated)	i

(further entries)
SMILES	GIRK2 act
O=C(c1cccs1)N1CCC(c2nnc(-c3ccco3)o2)CC1	i
CN(C)C(CNC(=O)C(=O)NCc1ccccc1Cl)c1cccn1C (configuration not stated)	i
Cc1ccc(OCC(O)Cn2c(SCC(=O)O)nc3c2c(=O)n(C)c(=O)n3C)cc1 (configuration not stated)	i
CCCc1nnsc1C(=O)NCCCC(=O)Nc1cccc2cccnc12	i
COc1ccc(N2CC(c3nc4ccccc4n3CC(O)COc3ccccc3C)CC2=O)cc1 (configuration not stated)	i
COc1ccccc1CNC(=O)Cc1csc(Nc2cccc(Cl)c2)n1	i
Cc1cc(C)n(CCN2CCCN(C(=O)Nc3ccccc3)CC2)n1	i
COc1ccc(Cl)cc1C(=O)Nc1sc(SCC(N)=O)nc1-c1ccccc1	i
COc1ccc(C(=O)Nc2ccc(N3CCCCC3=O)c(C)c2)cc1	i
CC(=O)c1ccc(NC(=O)CSc2ccc(NC(=O)c3ccco3)nn2)cc1	i
COc1ccc(S(=O)(=O)c2cnc(SCC(=O)NCc3ccc(Cl)cc3)[nH]c2=O)cc1	i
Cc1ccccc1C(=O)NCC1CCN(Cc2ccccc2)CC1	i
O=C(NCC1(O)CCCC1)c1cnccn1	i
Cc1nn(C2CCS(=O)(=O)C2)c2nc(-c3ccccc3)cc(C(=O)Nc3ccc(F)c(F)c3)c12 (configuration not stated)	i
Brc1ccc(-c2ccc(SCc3ccncc3)nn2)cc1	i
O=S(=O)(c1cccs1)N1CCN(c2ccc(Nc3cccnc3)nn2)CC1	i
Cc1cc(NC(=O)C2CCCN(S(=O)(=O)c3cccs3)C2)n(C)n1 (configuration not stated)	i
COc1cc(C(=O)N2CCC3(CC2)NC(=O)NC3=O)cc(OC)c1OC	i
CSc1ccccc1C(=O)Nc1ccc2c(c1)CN(C(=O)c1ccco1)CC2	i
COc1ccc(OCC(O)Cn2c(C3CC(=O)N(c4ccccc4)C3)nc3ccccc32)cc1 (configuration not stated)	i
O=C(Nc1nnc(C2CCCCC2)o1)C1=COCCO1	i
Cc1cccc(NC(=O)CN2C(=O)c3ccccc3S2(=O)=O)c1	i
Cc1nnc(-c2cn(CC(=O)N3CCCc4ccccc43)c3ccccc23)o1	i
Cc1ccc(NC(=O)c2ccc(N3CCCCS3(=O)=O)cc2)cc1F	i
CCc1cccc2sc(N(CCN3CCOCC3)C(=O)c3ccc4c(c3)OCCO4)nc12	i
O=C(NNC(=O)c1cccn(Cc2ccc(F)cc2)c1=O)c1ccc([N+](=O)[O-])o1	i
